Compound activity deposited in PubChem by National Center for Advancing Translational Sciences (NCATS).
TbPYK inhibitor – T. brucei pyruvate kinase inhibition; TbPYK enzyme, Kinase-Glo Plus ATP luminescence, 45 min; Potency, µM (titrated, usually from 76.8 µM), without a hit: at the highest dose activity, negative = inhibition, most hits filed as inhibitors; 410,000 tested, 0.12% active; further: nearly all actives have a fitted effect of over 50% in size
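Glycolytic pyruvate kinase of T. brucei was incubated with substrate, test compound and 130 uM ADP for 45 minutes at room temperature. Luminescent Kinase-Glo Plus signal was measured after 10 minutes.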
LmPK inh – LmPK (Leishmania mexicana) enzyme inhibition. purified LmPK, Kinase-Glo ATP luminescence, 1 h. Q27686. Potency, µM (titrated, usually from 57.5 µM), inactives show top-dose activity change, negative = inhibition, actives largely listed as inhibitors. AID 1721. 290,000 tested, 0.37% active
Target sequence (Q27686 whole entry, looked up): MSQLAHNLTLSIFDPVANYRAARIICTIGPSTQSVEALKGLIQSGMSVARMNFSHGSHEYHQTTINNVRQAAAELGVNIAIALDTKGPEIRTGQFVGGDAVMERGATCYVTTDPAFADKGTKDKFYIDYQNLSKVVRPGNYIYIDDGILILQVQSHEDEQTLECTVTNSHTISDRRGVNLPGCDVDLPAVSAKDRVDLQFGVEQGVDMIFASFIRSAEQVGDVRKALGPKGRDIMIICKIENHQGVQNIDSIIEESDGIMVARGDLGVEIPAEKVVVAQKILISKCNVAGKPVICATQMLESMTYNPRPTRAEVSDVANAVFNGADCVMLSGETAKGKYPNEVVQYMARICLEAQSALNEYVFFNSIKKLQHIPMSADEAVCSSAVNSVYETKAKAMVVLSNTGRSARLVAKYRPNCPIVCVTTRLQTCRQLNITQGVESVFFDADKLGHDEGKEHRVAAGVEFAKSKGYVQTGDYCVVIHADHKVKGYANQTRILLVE
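Purified LmPK (0.1 nM) converted ADP (0.1 mM) to ATP with PEP (0.5 mM) in imidazole buffer pH 7.2 with KCl and MgCl2, 1 h at room temperature. ATP was read by Kinase-Glo luminescence; data normalized to uninhibited and no-enzyme controls.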
Pf growth 48h – inhibits P. falciparum growth in the first generation, 48 h | Potency, µM (highest dose often 28.7 µM), without a hit: at the highest dose activity change, negative = inhibition, hits mostly inhibitors | 310,000 tested, 5.9% active | P. falciparum luciferase growth in erythrocytes, 48 h | AID 504832
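Erythrocytes infected with P. falciparum carrying an integrated firefly luciferase reporter (2% hematocrit, 0.1% parasitemia final) were exposed to compounds in RPMI 1640 with 0.5% Albumax at 37 C, 5% CO2. Growth inhibition was scored as reduced luminescence.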
HCV inhibitor – blocks hepatitis C virus; 340,000 tested, 3.4% active; Huh7.5.1 HCVcc-Cre infection, luciferase reporter, 44 h; Potency, µM (highest dose often 41.8 µM), for inactives: at the highest dose activity change, negative = inhibition, usual class: inhibitors; AID 651820
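Infectious HCV cell culture screen: compound-treated cells (1,000/well, pre-plated 4 h) are infected with HCVcc-Cre at roughly 0.5 moi and grown 44 h. Infection is quantified by luciferase signal after 15 min substrate incubation at room temperature.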
Pf growth 96h – inhibits malaria parasite growth, 96 h. P. falciparum luciferase reporter growth, 96 h. Potency, µM (highest dose often 28.7 µM), inactives show top-dose activity change, negative = inhibition, hits mostly inhibitors. 320,000 tested, 6.9% active. AID 504834
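Compounds incubated with erythrocytes infected by luciferase-expressing P. falciparum (2% hematocrit, 0.05% parasitemia final) for 96 hours, 37 C in 5% CO2. Growth inhibition scored as decreased luciferase luminescence.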
Sm TGR block – blocks Schistosoma mansoni thioredoxin glutathione reductase; 360,000 tested, 3% active; purified TGR, DTNB reduction, TNB absorbance 405 nm; Potency, µM (highest dose often 114 µM), without a hit: top-dose activity change, negative = inhibition, hits mostly inhibitors; Q962Y6; AID 485364; further: nearly all actives have a fitted effect of over 60% in size
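TGR 20 nM + NADPH 100 uM (dispensed conc.), cpd preinc 15 min RT; start with NADPH (500 uM addition) then DTNB (15 mM addition). Kinetic TNB absorbance, 405 nm filter. Four-parameter Hill fit across titration.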
The depositor's hits bear a star; [ ] = another dose, or the depositor's remark. The call rests on the fitted dose curve; in most records, active means well fitted curve in the direction sought with a large enough effect; inconclusive means small, poorly fitted or top-dose-only effect, or another doubt; inactive means no such curve, though single readings can be large; an effect the other way counts as inactive or inconclusive. On the % scale 0 is the no-effect control and ±100 the full control effect; potency means the concentration at half of the fitted maximal effect.

How did CC1=CC(C)C2(CO)COC(c3ccc(O)cc3)C1C2C (stereo unspecified) do in these assays?
TbPYK inhibitor: 5%; LmPK inh: -3%; Pf growth 48h: 0%; HCV inhibitor: -1%; Pf growth 96h: inconclusive; Sm TGR block: -11%

How did Cc1ccc(O)c(NC(=O)CCCC(=O)O)c1 do in these assays?
TbPYK inhibitor: 5%; LmPK inh: -1%; Pf growth 48h: 9%; HCV inhibitor: 18%; Sm TGR block: -27%

Results for O=C(O)c1ccccc1CSc1ncn[nH]1 ?
TbPYK inhibitor: 2%; LmPK inh: 0%; Pf growth 48h: 7%; HCV inhibitor: 15%; Sm TGR block: -11%

What do the screens show for `Cc1ccc(Oc2nnc(-c3ccc(C)cc3)c3ccccc23)cc1`?
TbPYK inhibitor: -1%; LmPK inh: -3%; Pf growth 48h: 37%[activator]; HCV inhibitor: inconclusive; Pf growth 96h: -20%; Sm TGR block: 1%

How did O=C(Oc1ccc(/C=N/Nc2nc(N3CCCCC3)nc(N3CCCCC3)n2)cc1)c1ccco1 do in these assays?
TbPYK inhibitor: 2%; LmPK inh: -3%; Pf growth 48h: inconclusive; HCV inhibitor: 15%; Pf growth 96h: 34%[activator]; Sm TGR block: 6%[57.1 µM]

Results for CC(=O)c1c(C)[nH]c(C(=O)OCC(=O)c2c(N)n(CC(C)C)c(=O)n(C)c2=O)c1C ?
TbPYK inhibitor: -2%; Pf growth 48h: inconclusive; HCV inhibitor: inconclusive; Pf growth 96h: inconclusive; Sm TGR block: 2%

What do the screens show for `O=C(NCC1CCCO1)c1ccc(N2C(=O)C3CCCCC3C2=O)cc1` (stereo unspecified)?
TbPYK inhibitor: -8%; LmPK inh: 3%; Pf growth 48h: 30%; HCV inhibitor: -11%; Pf growth 96h: 10%; Sm TGR block: 0%

Results for Cc1cccc(NC(=O)c2ccc(C(=O)Nc3cccc(C)c3)nc2)c1 ?
TbPYK inhibitor: -11%; LmPK inh: -3%; Pf growth 48h: 7%; HCV inhibitor: inconclusive; Pf growth 96h: -14%; Sm TGR block: -1%

What do the screens show for `CSc1nc(-c2ccco2)nn1C(=O)c1ccc(Cl)cc1`?
LmPK inh: 1%; Pf growth 96h: -8%; Sm TGR block: inconclusive

What do the screens show for `O=C1CC(N(CCc2ccccc2)C(=S)Nc2cc(Cl)ccc2Cl)C(=O)N1c1c(Cl)cccc1Cl` (stereo unspecified)?
TbPYK inhibitor: 2%; LmPK inh: 4%; Pf growth 48h: inconclusive; HCV inhibitor: inconclusive; Pf growth 96h: 10µM*; Sm TGR block: 1%

What do the screens show for `COc1ccc(O[C@H]2C=C[C@@H](c3ccccc3)O[C@@H]2COC(=O)CC/C(C)=N/OC[C@@H](O)COCc2ccco2)cc1`?
LmPK inh: 1%; Pf growth 48h: inconclusive; HCV inhibitor: 3%[8.37 µM]; Pf growth 96h: inconclusive; Sm TGR block: -29%

What do the screens show for `COC(=O)c1ccc(C)c(NC(=O)C2COc3ccccc3O2)c1` (stereo unspecified)?
TbPYK inhibitor: 2%; LmPK inh: -1%; Pf growth 48h: -1%; HCV inhibitor: -4%; Pf growth 96h: 5%; Sm TGR block: 9%

Results for COc1ccccc1NC(=O)/C=C1\SCC(=O)N1C ?
TbPYK inhibitor: 1%; LmPK inh: -2%; HCV inhibitor: 1%; Pf growth 96h: 2%; Sm TGR block: -4%

Results for O=c1[nH]c2ccccc2nc1C(F)(F)C(F)F ?
TbPYK inhibitor: -5%; LmPK inh: -1%; HCV inhibitor: inconclusive; Pf growth 96h: -27%; Sm TGR block: -26%[11.4 µM]

How did O=C(CSc1nnc(NC(=O)c2ccc(S(=O)(=O)N3CCOCC3)cc2)s1)Nc1ccccc1C(F)(F)F do in these assays?
TbPYK inhibitor: 1%; LmPK inh: -1%; Pf growth 48h: 0%; HCV inhibitor: -6%; Pf growth 96h: -2%; Sm TGR block: 1%

Results for CC(/C=C\c1ccccc1)=C/C(=O)O ?
TbPYK inhibitor: -3%; LmPK inh: -19%; Pf growth 48h: 27%; HCV inhibitor: 4%; Pf growth 96h: 3%; Sm TGR block: 29%

How did O=C(CCCn1c(=O)c2cccn2c2cccnc21)NCc1cccc(Br)c1 do in these assays?
TbPYK inhibitor: -11%; LmPK inh: 6%; Pf growth 48h: -17%; HCV inhibitor: inconclusive; Pf growth 96h: inconclusive; Sm TGR block: -4%

What do the screens show for `CCOC(=O)c1c(C)[nH]c(C)c1C(=O)COC(=O)c1ccc(Cl)c(S(N)(=O)=O)c1`?
TbPYK inhibitor: -8%; LmPK inh: 3%; Pf growth 48h: inconclusive; HCV inhibitor: inconclusive; Sm TGR block: -7%

How did Cc1cc(C)c2cccc(N)c2n1 do in these assays?
TbPYK inhibitor: -1%; LmPK inh: 8%; Pf growth 48h: 22%; HCV inhibitor: 6%; Pf growth 96h: -59%; Sm TGR block: -9%

Results for CN(C)C(=S)c1ccc(N(C)C)cc1 ?
TbPYK inhibitor: -12%; LmPK inh: 2%; Pf growth 48h: 43%[activator]; HCV inhibitor: 31%[activator]; Pf growth 96h: 21%; Sm TGR block: -4%

Results for CCCN(C(=O)CSc1nc2c(cnn2-c2ccccc2)c(=O)[nH]1)C1CCS(=O)(=O)C1 (stereo unspecified) ?
TbPYK inhibitor: -7%; LmPK inh: -3%; Pf growth 48h: 9.3µM*; HCV inhibitor: 1%; Pf growth 96h: inconclusive; Sm TGR block: 1%

Results for CCCN1CCN(CCCNC(=O)c2ccc(NC(=O)C3=C(C)OCCS3)cc2)CC1 ?
TbPYK inhibitor: 6%; LmPK inh: -6%; Pf growth 48h: 6%; HCV inhibitor: -1%; Pf growth 96h: -23%; Sm TGR block: 3%

What do the screens show for `CCOc1ccc(NC(=O)CSc2ccc(-c3ccccn3)nn2)cc1`?
TbPYK inhibitor: -2%; LmPK inh: 1%; Pf growth 48h: inconclusive; HCV inhibitor: 3%; Pf growth 96h: inconclusive; Sm TGR block: -12%

Results for CC1=NN(C(=O)Cc2ccc([N+](=O)[O-])cc2)C(O)(c2ccccc2)C1 (stereo unspecified) ?
TbPYK inhibitor: -5%; LmPK inh: 9%; Pf growth 48h: -23%; HCV inhibitor: 10%; Sm TGR block: 2%

Arranged by heavy-atom count (low to high): some entries from above.
What do the screens show for `CCOc1ccc(NC(=O)CSc2ccc(-c3ccccn3)nn2)cc1`?
TbPYK inhibitor: -2%; LmPK inh: 1%; Pf growth 48h: inconclusive; HCV inhibitor: 3%; Pf growth 96h: inconclusive; Sm TGR block: -12%

How did O=C(CCCn1c(=O)c2cccn2c2cccnc21)NCc1cccc(Br)c1 do in these assays?
TbPYK inhibitor: -11%; LmPK inh: 6%; Pf growth 48h: -17%; HCV inhibitor: inconclusive; Pf growth 96h: inconclusive; Sm TGR block: -4%

How did O=C(CSc1nnc(NC(=O)c2ccc(S(=O)(=O)N3CCOCC3)cc2)s1)Nc1ccccc1C(F)(F)F do in these assays?
TbPYK inhibitor: 1%; LmPK inh: -1%; Pf growth 48h: 0%; HCV inhibitor: -6%; Pf growth 96h: -2%; Sm TGR block: 1%

Continued:
Results for CCOc1ccccc1C(=O)NC(C)c1ccc2c(c1)OCO2 (stereo unspecified) ?
TbPYK inhibitor: -24%; LmPK inh: 3%; Pf growth 48h: -19%; HCV inhibitor: inconclusive; Pf growth 96h: 26%; Sm TGR block: -2%

How did CCN(CC)CCNC(=O)c1cn(-c2ccccc2)nc1-c1cccs1 do in these assays?
TbPYK inhibitor: 6%; LmPK inh: 8%; HCV inhibitor: 3%; Pf growth 96h: inconclusive; Sm TGR block: 4%

How did CCCCn1c(/C=C/c2ccco2)nc2ccccc21 do in these assays?
TbPYK inhibitor: 1%; LmPK inh: -1%; Pf growth 48h: 39%[activator]; HCV inhibitor: -5%; Pf growth 96h: inconclusive; Sm TGR block: 10µM*

What do the screens show for `Cc1ccc(NCc2ccccc2F)cc1`?
TbPYK inhibitor: -3%; LmPK inh: -5%; Pf growth 48h: -1%; HCV inhibitor: -6%; Pf growth 96h: 1%; Sm TGR block: 1%

Results for FC(F)(F)c1cccc(Cc2noc(CN3CCSCC3)n2)c1 ?
TbPYK inhibitor: 1%; LmPK inh: 4%; Pf growth 48h: 20%; HCV inhibitor: -13%; Pf growth 96h: -12%; Sm TGR block: -11%

How did COc1cccc(N2CCN(c3nc(C)c(C)c(=O)[nH]3)CC2)c1 do in these assays?
TbPYK inhibitor: 8%; LmPK inh: -4%; Pf growth 48h: 50%[activator]; HCV inhibitor: 15%; Pf growth 96h: -4%; Sm TGR block: -4%

Results for CC(=O)Nc1ccc(N2C(=O)CSC2c2cccc(Br)c2)cc1 (stereo unspecified) ?
TbPYK inhibitor: -2%; LmPK inh: 1%; Pf growth 48h: -8%; HCV inhibitor: -1%; Pf growth 96h: 18%; Sm TGR block: 30%

What do the screens show for `COc1cc(/C=C2\SC(=S)N(N(C)c3ccccc3)C2=O)ccc1O`?
TbPYK inhibitor: 0%; LmPK inh: -14%; Pf growth 48h: inconclusive; HCV inhibitor: 35%[activator]; Pf growth 96h: -24%; Sm TGR block: -3%

Results for CCc1nc(NCC2CCCO2)c(C#N)c2c1COC(C)(C)C2 (stereo unspecified) ?
TbPYK inhibitor: 0%; LmPK inh: 3%; Pf growth 48h: inconclusive; HCV inhibitor: 5%; Pf growth 96h: inconclusive; Sm TGR block: 17%

Results for CC1=C(C(=O)OCC2CCCO2)C(c2coc3ccc(Cl)cc3c2=O)C2=C(CCCC2=O)N1 (stereo unspecified) ?
TbPYK inhibitor: 0%; LmPK inh: 1%; Pf growth 48h: inconclusive; HCV inhibitor: -21%; Pf growth 96h: inconclusive; Sm TGR block: -8%

What do the screens show for `COc1ccccc1CNC(=O)C(C)c1ccc([N+](=O)[O-])cc1` (stereo unspecified)?
TbPYK inhibitor: -1%; LmPK inh: -5%; Pf growth 48h: inconclusive; HCV inhibitor: -7%; Pf growth 96h: 12%[5.75 µM]; Sm TGR block: 0%

Results for CCC(c1nnnn1CCOC)N(Cc1cc2c(C)cc(C)cc2[nH]c1=O)CC1CCCO1 (stereo unspecified) ?
TbPYK inhibitor: -10%; LmPK inh: 0%; Pf growth 48h: inconclusive; HCV inhibitor: 11%; Pf growth 96h: inconclusive; Sm TGR block: 0%

How did O=C(NCCN1CCOCC1)c1ccc(N2CCCC2)c([N+](=O)[O-])c1 do in these assays?
TbPYK inhibitor: 1%; LmPK inh: 2%; Pf growth 48h: 35%[activator]; HCV inhibitor: 6%; Pf growth 96h: 11%; Sm TGR block: -3%

Results for CN(C(=O)c1cc2n(n1)C(C(F)(F)F)CC(c1ccco1)N2)c1ccc(OC(F)(F)F)cc1 (stereo unspecified) ?
TbPYK inhibitor: 0%; LmPK inh: 2%; Pf growth 48h: inconclusive; HCV inhibitor: 6%; Pf growth 96h: 4%; Sm TGR block: -3%

How did O=c1nccc(N/N=C/c2ccccc2O)[nH]1 do in these assays?
TbPYK inhibitor: inconclusive; LmPK inh: -14%; Pf growth 48h: 9.3µM*; HCV inhibitor: inconclusive; Pf growth 96h: 0.83µM*; Sm TGR block: 11%

Structural class: the compounds so far containing bromine.
How did O=C(CCCn1c(=O)c2cccn2c2cccnc21)NCc1cccc(Br)c1 do in these assays?
TbPYK inhibitor: -11%; LmPK inh: 6%; Pf growth 48h: -17%; HCV inhibitor: inconclusive; Pf growth 96h: inconclusive; Sm TGR block: -4%

Results for CC(=O)Nc1ccc(N2C(=O)CSC2c2cccc(Br)c2)cc1 (stereo unspecified) ?
TbPYK inhibitor: -2%; LmPK inh: 1%; Pf growth 48h: -8%; HCV inhibitor: -1%; Pf growth 96h: 18%; Sm TGR block: 30%
